Screening results (PubChem)
Rtt109 HAT inh – inhibitors of C. albicans Rtt109/Vps75 HAT, primary screen, biochemical, ThioGlo CoA-SH fluorescence, plate reader. Histone acetyltransferase RTT109 (Candida albicans (strain SC5314 / ATCC MYA-2876)), …. purified Rtt109/Vps75, 4 h. inhibition, % at 34.9 µM. 330,000 tested, 0.16% active;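 active = inhibition of at least 50% in every replicate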
CDK5 inh – inhibitors of human CDK5/p35 kinase, primary screen, biochemical, single concentration; Recombinant CDK5/p35, ADP-Glo luminescence, 60 min; inhibition, % at 10 µM; 330,000 tested, 0.01% active;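 active = highest replicate inhibition of at least 50% and at least 75% of replicates reaching 50%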;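 note: plate controls were DMSO neutral control for no effect and GW8510 at 10 µM for full effect; many of its hits are not listed in these tables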
Target sequence (Q00535 whole entry, looked up): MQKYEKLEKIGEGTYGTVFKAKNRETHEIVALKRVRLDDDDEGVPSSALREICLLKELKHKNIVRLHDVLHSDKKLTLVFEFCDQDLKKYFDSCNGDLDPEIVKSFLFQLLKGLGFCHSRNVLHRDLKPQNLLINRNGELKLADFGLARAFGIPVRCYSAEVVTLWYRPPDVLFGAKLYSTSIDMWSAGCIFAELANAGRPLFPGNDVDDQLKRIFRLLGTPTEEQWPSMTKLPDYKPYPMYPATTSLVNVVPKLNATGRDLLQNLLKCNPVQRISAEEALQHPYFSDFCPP
Target sequence (Q15078 whole entry, looked up): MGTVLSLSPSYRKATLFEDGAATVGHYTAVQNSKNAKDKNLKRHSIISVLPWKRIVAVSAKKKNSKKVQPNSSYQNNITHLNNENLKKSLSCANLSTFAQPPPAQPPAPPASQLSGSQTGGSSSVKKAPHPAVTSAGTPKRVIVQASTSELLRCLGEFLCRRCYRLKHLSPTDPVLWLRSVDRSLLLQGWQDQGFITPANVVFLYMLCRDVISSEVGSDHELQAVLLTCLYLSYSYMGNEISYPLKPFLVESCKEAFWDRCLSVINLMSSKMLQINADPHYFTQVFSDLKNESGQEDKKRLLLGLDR
dFosB act – activators of delta FosB homodimer, primary screen, biochemical, fluorescence polarization, TAMRA-CDK5 oligo, single point. activation, % at 25 µM. 340,000 tested, 0.99% active. AID 493131, 2011. purified delta FosB; percent of positive-control signal above neutral wells;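 active = mean activation above about 17%, with every replicate also reaching it, limit read from the data, passing the limit was not always enough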;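 note: fluorescence polarization rise as delta FosB binds a TAMRA Cdk5 AP-1 oligo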
HTR5A ag ctr – HTR5A agonists in luminescence cell assay, primary screen, counter-screen for OPRM1-OPRD1 heterodimer agonist project, full-deck HTS; 5-hydroxytryptamine receptor 5A (Homo sapiens), P47898; activation, % at 9.3 µM; cell-based; 340,000 tested, 0.61% active; in the data active = activation mostly above about 9.5%, no sharp cut-off; inactive = mostly below about 7.6%;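 note: 0% = cells with vehicle only and 100% = reference agonist; strong numbers were not always called active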
Target sequence (P47898 whole entry, looked up): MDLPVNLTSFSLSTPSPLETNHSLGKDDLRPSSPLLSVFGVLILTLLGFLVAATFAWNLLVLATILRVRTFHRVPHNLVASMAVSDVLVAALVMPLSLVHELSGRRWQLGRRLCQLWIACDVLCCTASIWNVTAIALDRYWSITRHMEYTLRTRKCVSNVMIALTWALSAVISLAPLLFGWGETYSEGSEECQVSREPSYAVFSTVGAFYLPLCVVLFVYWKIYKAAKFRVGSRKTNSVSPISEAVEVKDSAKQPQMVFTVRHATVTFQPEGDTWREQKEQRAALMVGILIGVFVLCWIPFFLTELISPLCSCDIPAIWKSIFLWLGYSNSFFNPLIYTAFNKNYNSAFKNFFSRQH
Wnt bcat act – Wnt/beta-catenin pathway activators, primary screen, cell-based, plate reader, single point; Wnt/beta-catenin reporter cell assay, activator; activation, % at 9.35 µM; 300,000 tested, 1.2% active; in the data active = activation above about 30%, passing the limit was not always enough;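 note: 0% = neutral control wells and 100% = positive control wells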
PvdQ inh – P. aeruginosa PvdQ acylase inhibitors, primary screen, biochemical, fluorescence, plate reader and imaging, single point | PvdQ acylase [Pseudomonas aeruginosa LESB58] | purified PvdQ acylase | inhibition, % at 10 µM | 340,000 tested, 0.063% active | AID 488965, 2010; in the data active = inhibition above about 30%, passing the limit was not always enough;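 note: 0% = vehicle neutral wells and 100% = reference inhibitor wells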
SR-BI DiI-HDL act – activators of SR-BI mediated DiI-HDL uptake, primary screen, ldlA[mSR-BI] CHO cells, DiI fluorescence; 3 h; 100 = double the neutral-control signal; 320,000 tested, 0.096% active; activation, % at 12.5 µM;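 active = mean replicate activation of at least 60% and every replicate at or above 60%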;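 note: 0% = median plate neutral-control signal and 100% = twice that signal; values of inactives mirror those of a sister screen read the other way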
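Test system: SR-BI-overexpressing, LDLR-lacking CHO cells. Measured by: DiI fluorescence, bottom read. Medium: Ham's F12 with 0.5% BSA, HEPES 25 mM, pH 7.4. Timing: 3 h uptake period with compound, 37 °C.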
SR-BI HDL uptake – inhibitors of SR-BI mediated HDL lipid uptake, primary screen, ldlA[mSR-BI] cells, fluorescence, single point | Scavenger receptor class B member 1 (Mus musculus), Q61009 | ldlA[mSR-BI] CHO cells, DiI-HDL uptake fluorescence, 3 h | inhibition, % at 12.5 µM | 320,000 tested, 0.96% active | AID 488896, 2010;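 active = mean replicate inhibition of at least 70% and a set share of replicates each scoring 70 or more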;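 note: 0% = median of neutral control wells and 100% = median of positive control wells; values of inactives mirror those of a sister screen read the other way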
RTF Ca sens act – cardiac RTF calcium sensitivity activators, primary screen, biochemical, IANBD-TnC fluorescence, EC20 calcium; 340,000 tested, 0.24% active; Troponin I, cardiac muscle (Homo sapiens) + Troponin T, cardiac muscle (Homo sapiens) + …; IANBD-labeled TnC RTF fluorescence at EC20 calcium; 0% EC20 calcium, 100% full calcium; activation, % at 7.2 µM; AID 493008, 2010;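 active = activation above the mean over all tested compounds plus 3 SD, cut at about 30% in these data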;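 note: rise in fluorescence read as greater calcium sensitivity of cardiac thin filaments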
MITF TRPM1 HTS – activators of MITF-driven TRPM1 promoter reporter, primary screen, cell-based, SK-MEL-5, luciferase, single point; activation, % at 12.5 µM; SK-MEL-5 TRPM1-promoter luciferase, 24 h; % of positive control, neutral wells = 0; 300,000 tested, 0.75% active; AID 588334, 2011;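 active = mean activation of at least 80% with every replicate also reaching 80%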;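 note: 0% = neutral control wells and 100% = parthenolide positive control wells; values of inactives mirror those of a sister screen read the other way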
* marks the source's active call; other numbers are inactive results; . = not tested or not shown. Random draw from the library (roughly 4.4% active in at least one column).

SMILES	Rtt109 HAT inh	CDK5 inh	dFosB act	HTR5A ag ctr	Wnt bcat act	PvdQ inh	SR-BI DiI-HDL act	SR-BI HDL uptake	RTF Ca sens act	MITF TRPM1 HTS
Cc1c(NC(=O)c2cc(-c3ccc4c(c3)OCO4)on2)c(=O)n(-c2ccccc2)n1C	2	-0.9	-2	6	.	-16	16	-16	1	6
O=C(CSc1nc2cc(Cl)ccc2o1)Nc1ccc(N2CCOCC2)cc1	18	1.0	-1	1	14	-10	-6	6	4	48
O=C(C=C1CCN(c2ncc(C(F)(F)F)cc2Cl)CC1)NNC(=O)Nc1ccccc1	.	0.1	0	1	5	4	21	-21	-1	.
Cc1ccc(S(=O)(=O)N(C)C)cc1NC(=O)C(C)OC(=O)C1CCCC1 (stereo unspecified)	-22	0.0	1	-6	-1	-15	10	-10	1	-4
CC(C)(C)c1csc(NC(=O)Cc2ccc(S(=O)(=O)N3CCOCC3)s2)n1	19	-0.3	-8	10	-4	-13	-18	18	-3	-6
O=C(c1ccc(NS(=O)(=O)c2ccc(F)cc2)cc1)N1CCOCC1	-5	0.7	-1	1	-2	-19	14	-14	1	12
C[C@@H]1CN([C@H](C)CO)C(=O)c2cc(NS(=O)(=O)c3cccs3)ccc2O[C@H]1CN(C)Cc1ccccc1	13	1.6	-6	-2	-4	11	-6	6	-2	-3
O=C1c2ccccc2C(=O)c2c1ccc(O)c2O	-5	2.9	-19	-4	0	-2	12	-12	9	4
O=C(COC(=O)/C=C/c1cccc(C(F)(F)F)c1)NC(=O)NCc1ccco1	-1	-7.2	-5	2	-2	-18	-2	2	4	-4
COc1ccc(CNc2nc3nc(C)c(Cl)c(C)n3n2)cc1OC	2	-1.1	-1	8	.	3	14	-14	-6	-2
Cc1c(NC(=O)CSc2nnnn2-c2ccc(C(=O)O)cc2)c(=O)n(-c2ccccc2)n1C	7	-0.5	-4	4	.	5	14	-14	3	-1
COc1ccc2cc(C#N)c(N3CCN(C(=O)c4ccccc4C)CC3)nc2c1	-3	0.7	-20	2	-1	-5	-41	41	4	8
COc1ccc(-n2c(=O)[nH]c3cc(C(=O)NCCc4ccc(OC)c(OC)c4)ccc3c2=O)c(OC)c1	5	0.3	-12	6	2	-17	-10	10	3	-1
COC(=O)Cc1ccc(NC(=S)NCCSc2ccc(C)cc2)cc1	14	1.4	-14	5	-5	1	-19	19	5	-11
COc1ccc(NC(=O)CN(C)C(=O)CSCC(=O)Nc2ccc(C)cc2)cc1	-8	-1.2	-5	7	2	-19	-4	4	5	7
COC(=O)c1c(NC(=O)COC(=O)C2CCC2)sc(C)c1C	-6	1.3	-6	-4	-4	-12	22	-22	-7	1
C=CCN1[C@@H](Cc2ccccc2)COCCS1(=O)=O	13	-1.0	-3	7	-3	4	-3	3	-1	.
OCCC1CN(C2CCN(c3ccccc3)CC2)CCN1Cc1ccc(F)c(F)c1 (stereo unspecified)	-20	-1.3	-10	5	0	-10	.	.	-1	-3
CCn1c(=O)c2ccccc2n2c(SCC(=O)NCc3cccs3)nnc12	-16	2.9	-5	3	.	-3	7	-7	0	6
NC(=O)NCC(=O)N1CCN(S(=O)(=O)c2ccc(Cl)s2)CC1	5	0.4	-3	-3	0	-8	4	-4	-4	-1
N#Cc1ccc(Cn2c(=O)c(C#N)c3n(c2=O)CCC3)cc1	-3	0.6	-3	-3	-3	-13	-4	4	7	.
COc1ccc(OC)c(NC(=O)C(=O)NNC(=O)C23CC4CC(CC(C4)C2)C3)c1	6	-0.1	-9	.	-3	4	-17	17	.	.
CC1CCCC(NC(=O)NC(=O)COC(=O)c2ccc(O)cc2O)C1C (stereo unspecified)	-5	0.1	-11	6	1	-12	-21	21	2	.
O=C(O)C1CCCN(S(=O)(=O)c2ccccc2)C1 (stereo unspecified)	5	2.1	7	3	-1	7	-7	7	0	0
c1ccc(CCNCc2cccs2)nc1	-1	-0.5	-4	1	1	6	-1	1	-8	-2
CSc1nc(Cc2ccccc2)nc2ccccc12	-5	2.7	-1	1	2	-10	14	-14	3	4
COc1ccc(C(=O)NCC(=O)N2CCC3(CC2)NCCc2[nH]cnc23)cc1	19	-0.5	-3	3	-3	10	13	-13	0	-7
C[C@H](CO)N1C[C@H](C)[C@@H](CN(C)S(=O)(=O)c2cccs2)Oc2ccc(NC(=O)Cc3ccccc3)cc2C1=O	6	0.1	-7	3	-3	-8	-17	17	2	-4
CC(C)c1cccc(-c2ccc3c(c2)S(=O)(=O)c2cccc(C(=O)NC4CCCC4)c2C3=O)c1	12	-1.2	-1	6	-2	4	-34	34	2	-4
Cc1cc(C(=O)NCCCn2ccnc2)sc1-c1ccccc1	10	1.0	-2	0	.	10	2	-2	-5	15

Sorted by the number under MITF TRPM1 HTS (smallest number first): 4 from the list above.
| Structure | MITF TRPM1 HTS |
| --- | --- |
| COc1ccc(C(=O)NCC(=O)N2CCC3(CC2)NCCc2[nH]cnc23)cc1 | -7 |
| NC(=O)NCC(=O)N1CCN(S(=O)(=O)c2ccc(Cl)s2)CC1 | -1 |
| O=C(O)C1CCCN(S(=O)(=O)c2ccccc2)C1 (stereo unspecified) | 0 |
| CCn1c(=O)c2ccccc2n2c(SCC(=O)NCc3cccs3)nnc12 | 6 |

(next part)
SMILES	Rtt109 HAT inh	CDK5 inh	dFosB act	HTR5A ag ctr	Wnt bcat act	PvdQ inh	SR-BI DiI-HDL act	SR-BI HDL uptake	RTF Ca sens act	MITF TRPM1 HTS
O=C(OCCN1CCN(c2ncc(C(F)(F)F)cc2Cl)CC1)c1ccc(Cl)cc1	-5	0.7	0	-2	.	-10	29	-29	3	-6
CCOc1ccc(CCNC(=O)COC(=O)c2nccnc2N)cc1OCC	-1	2.2	-6	-2	-2	-14	3	-3	2	-4
CCOC(=O)CC(/C(C)=N\O)c1ccccc1 (stereo unspecified)	-1	0.9	5	-3	.	-16	-69	68	1	-5
O=C(CN1CCOCC1)Nc1nc(-c2ccc3c(c2)CCN3S(=O)(=O)c2ccccc2)cs1	2	-1.0	5	3	.	-11	-48	48	-5	4
O=C(N/N=C/CCc1ccccc1)c1ccc(CN2c3cccc4cccc(c34)S2(=O)=O)cc1	-1	-2.0	-3	-1	.	3	-20	20	4	-12
CCOc1cc(C2C(C(C)=O)=C(C)Nc3ncnn32)ccc1O (stereo unspecified)	8	0.0	-4	3	.	-16	0	0	-1	1
COc1cccc(C2=NOC(C(=O)Nc3cccnc3)C2)c1 (stereo unspecified)	3	0.2	2	5	.	-8	10	-10	-2	-6
CCOc1ccccc1C(=O)NCCNC(=O)c1ccccc1OCC	-5	0.5	3	1	1	-9	-7	7	-5	-6
Cc1cc2nc(CCl)cc(=O)n2[nH]1	6	-0.7	-5	-2	-1	-6	-6	6	1	-2
CC(C)C(C)N(Cc1ccc(C(=O)O)cc1)C(=O)c1ccc2ccccc2n1 (stereo unspecified)	-5	1.4	10	0	1	-3	22	-22	5	.
Cc1ccc(S(=O)(=O)Nc2ccc3nc(C)oc3c2)cc1	-21	1.7	-1	0	0	10	18	-18	0	3
COc1cc(/C=C/C(=O)OCC(=O)N(CC(C)C)c2c(N)n(Cc3ccccc3)c(=O)[nH]c2=O)ccc1O	-4	-0.5	0	6	2	-4	-28	28	-5	-5
CCOC(=O)C1=CN(Cc2cccc(F)c2)S(=O)(=O)N(CC)C1c1ccc(C(F)(F)F)cc1 (stereo unspecified)	-1	2.4	-2	-2	-2	-11	4	-4	-2	-4
O=C(Nc1ccccc1)c1ccc(S(=O)(=O)NCc2cccnc2)cc1	-2	0.8	-7	-7	-4	-8	-6	6	-7	-17
Cc1ccc(Cl)cc1NC(=O)COC(=O)c1ccccc1O	-9	1.6	15	3	0	-13	8	-8	-1	5
CN(C(=O)Nc1cnccc1C(F)(F)F)C1CCCCC1	4	0.6	7	6	1	-9	32	-32	-8	-2
COc1ccc(C(C(=O)NCC2CCCO2)N(C(=O)c2snc(C(N)=O)c2N)c2ccccc2)cc1OC (stereo unspecified)	-32	2.1	4	-1	-1	-7	16	-16	-3	10
Cc1cc(C)c(-c2noc(C(=O)OC(C)(C)C)c2C(=O)OC(C)(C)C)c(C)c1	7	0.4	0	2	.	-3	18	-18	-6	-8
Cc1ccc(/C(N)=N/OC(=O)CCC2CCCC2)cc1	10	0.4	1	5	0	10	-9	9	0	18
Cc1ccc(S(=O)(=O)N(C)c2ccc(OCC(=O)Nc3nc(-c4ccccc4)cs3)cc2)cc1	-3	1.3	1	3	-5	2	-23	23	-4	-5
CC1CCCC(C)N1C(=O)COc1ccc(-c2nnco2)cc1 (stereo unspecified)	-5	0.8	-4	-1	2	-1	-11	11	0	-29
CN(NC(=O)NN(C)C(=O)c1ccccc1)C(=O)c1ccccc1	-2	-0.5	-9	0	-3	-16	8	-8	3	3
Cc1ccc(Cl)cc1NC(=O)c1cc2ccccc2cc1O	-6	0.6	-15	22*	-22	-10	.	.	2	-73
Cc1ccc(Cl)cc1N1CCN(C(=O)c2cc3c(=O)[nH]c4ccccc4c3n2C)CC1	2	-0.2	-2	3	-1	-11	1	-1	3	-65
O=C(CNC(=O)C1CCCCC1)OCn1nnc2ccccc2c1=O	-10	-4.0	-8	2	2	-18	15	-15	-2	-4
COCCCn1c(SCC(=O)NC2CCCC2)nnc1-c1ccccc1	-3	-1.0	-1	3	-1	-16	9	-9	0	-1
O=C(NC(=S)N1CCCCCC1)C1CC1	16	2.6	2	-7	-1	-8	43	-43	3	-9
COc1ccc(CCNC(=O)c2sc3ccccc3c2Cl)cc1OC	-3	1.5	-8	4	1	-4	1	-1	11	12
COC(=O)c1ccc(-c2c(-c3ccccc3)ncc3cc(F)ccc23)cc1	4	0.9	-2	4	22	1	-9	9	-3	31
COc1ccc(Cl)cc1NC(=O)C1CC(=O)N(c2ccc(F)cc2)C1 (stereo unspecified)	1	-0.2	0	3	.	-8	-59	59	3	13
CCOC(=O)NC(=O)CN1C(=O)NC(C)(c2ccccc2)C1=O (stereo unspecified)	-5	-1.1	2	-1	.	-8	5	-5	2	6
N#Cc1cc([N+](=O)[O-])ccc1N1CCCC1	7	2.1	-5	-1	0	89*	-4	4	-8	-11
O=C1c2ccccc2NC2(CCCCC2)N1c1ccc(O)cc1	-6	1.1	1	8	1	-24	13	-13	-4	30
